Rat MKP-3 inhibitors: MKP-3 phosphatase inhibitors, primary screen, biochemical, rat enzyme, in vitro (AID 425) | recombinant MKP-3 phosphatase activity, fluorescence; higher % means a stronger effect | inhibition, % at 20 µM; hits with a dose series show IC50 in µM | 0.17% of 110,000 active; in the data active = inhibition above about 50%;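 note: plate controls were vehicle for no effect and reference inhibitor for full effect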
Hsp70 displacement: small molecules displacing fluorescent ligand from Hsp70 – biochemical, fluorescence polarization, primary screen (AID 583); 0.06% of 140,000 active; Hsp70 fluorescence polarization probe displacement, mP; higher % means a stronger effect; displacement, % at 20 µM; hits with a dose series show IC50 in µM; in the data active = displacement above about 50%;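 note: plate controls were vehicle for no effect and reference ligand for full effect; a part of the inactive calls stands beside numbers as strong as those of hits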
Numbers without * were called inactive; / = not tested or not shown; & = joins results of further samples.

Sequence of screens: Rat MKP-3 inhibitors, Hsp70 displacement
1) O=C(Nc1ccc(Cl)c(Cl)c1)OCc1cnc(Cl)s1
    /, -2.8%
2) COc1ccc(C(=O)Nc2ccc(NC(=O)c3ccco3)c(Cl)c2)cc1OC
    /, 0.6%
3) Cn1c(=O)n(C)c2cc(NS(=O)(=O)c3ccc4c(c3)CCCC4)ccc21
    8%, 1.6%
4) CCOC(=O)c1c(NC(=O)CSc2nnc(Cc3ccccc3)o2)sc(C)c1C
    /, 2.7%
5) Cc1ccc(-c2csc(NC(=O)C34CC5CC(CC(C5)C3)C4)n2)cc1
    1%, 1.1%
6) CC(C)(C)Nc1nc(OCC(F)(F)F)nc(OCC(F)(F)F)n1
    -3%, 1.9%
7) COC(=O)C(C)Sc1nnc(-c2ccncc2)o1 (stereo not drawn)
    -11%, 0.3%
8) Cc1ccc(NC(=O)c2ccc(-c3cccc(Cl)c3)o2)c([N+](=O)[O-])c1
    6%, -7.8%
9) Cc1ccc(-c2nnc(CSc3nc4cc5c(cc4cc3C)OCO5)o2)cc1
    12%, 12%
10) Cc1cc(NC(=O)c2ccc(Cl)c([N+](=O)[O-])c2)ccc1Br
    3%, -1.8%
11) CC(C)Oc1ccc(CCc2n[nH]c(=S)n2-c2ccccc2)cc1
    -3%, 1.6%
12) CC1=NN(C(=O)CSc2ccccn2)C(C)(O)C1 (stereo not drawn)
    -1%, 2.0%
13) N=C1S/C(=C\c2ccc(-c3ccccc3C(=O)O)o2)C(=O)N1c1ccc2c(c1)OCO2
    5%, 6.0%
14) Cc1nc2ccccc2c2oc(C(=O)NCCCN3CCC(C)CC3)cc12
    -10%, 5.9%
15) Nc1nc(SCC(=O)NCCC(c2ccccc2)c2ccccc2)n[nH]1
    /, 4.1%
16) O=C(Nc1ccccc1CO)c1cccc(F)c1
    -3%, 1.6%
17) Cc1onc(-c2ccccc2)c1C(=O)Nc1nnc(N(C)Cc2ccccc2)s1
    -5%, 5.7%
18) COc1ccccc1NC(=O)Cc1ccccc1[N+](=O)[O-]
    4%, 1.3%
19) O=C(C1CCCCC1)N1CCN=C1c1ccccc1
    2%, 0.3%
20) COCCNC(=O)c1ccc([N+](=O)[O-])cc1Cl
    1%, -5.6%
21) CCn1c(COc2ccc(OC)cc2)nc2ccccc21
    /, 0.4%
22) CCOc1ccc(-n2cnnn2)cc1S(=O)(=O)NCCc1ccc(OC)c(OC)c1
    -13%, 2.1%
23) Clc1cnc(N/N=C/c2cccs2)c(Cl)c1
    /, 2.4%
24) O=C(O)CN1C(=O)c2cccc3c(I)cc(Br)c1c23
    -2%, 1.8%
25) CS(=O)(=O)N1CCN(c2ccc(Cl)cc2[N+](=O)[O-])CC1
    5%, 3.9%
26) COc1ccccc1NC(=O)C1CCCN(S(=O)(=O)c2cnc[nH]2)C1 (stereo not drawn)
    -11%, -2.8%
27) C[C@]12CCC(=O)C=C1CC[C@@H]1[C@@H]2[C@@H](O)C[C@@]2(C)[C@H]1CC[C@]2(O)C(=O)COC(=O)CCC(=O)O
    -3%&-1%, 5.2%&0.6%
28) CCc1ccccc1N1CC23C=CC(O2)C(C(=O)OCC(C)C)C3C1=O (stereo not drawn)
    -7%, 5.6%
29) O=C1CC(N2CCN(c3ccc(F)cc3)CC2)C(=O)N1Cc1cccs1 (stereo not drawn)
    -18%, 9.7%
30) O=C(/C=C/c1ccccc1)Nc1nnc(-c2cccs2)s1
    0%, 6.8%

An excerpt from above in order of molecular weight, high to low.
Sequence of screens: Rat MKP-3 inhibitors, Hsp70 displacement
22) CCOc1ccc(-n2cnnn2)cc1S(=O)(=O)NCCc1ccc(OC)c(OC)c1
    -13%, 2.1%
2) COc1ccc(C(=O)Nc2ccc(NC(=O)c3ccco3)c(Cl)c2)cc1OC
    /, 0.6%
9) Cc1ccc(-c2nnc(CSc3nc4cc5c(cc4cc3C)OCO5)o2)cc1
    12%, 12%

(list continues)
Sequence of screens: Rat MKP-3 inhibitors, Hsp70 displacement
31) CCC(=O)N1c2ccc(S(=O)(=O)CCC(=O)NC3CCCC3)cc2CC1C (stereo not drawn)
    6%, 1.4%
32) COC(=O)c1cc(C(=O)Nc2cccc(Br)c2)cc([N+](=O)[O-])c1
    -4%, 4.7%
33) O=C(O)Cc1ccc(-c2ccccc2-c2ccccc2)cc1
    /, -4.1%
34) C=COCCNC(=O)C(=O)Nc1ccc(CC)cc1
    2%, /
35) O=C(NC1CCCCC1)N1CCC(n2c(=O)[nH]c3ccccc32)CC1
    -7%, -6.5%
36) CCOc1ccc(-c2nnc3ccc(SCc4ccc(C(=O)OC)o4)nn23)cc1
    -13%, 1.7%
37) Cc1cc(NC(=O)CSc2nnc(Cn3c(=O)sc4ccccc43)n2-c2ccccc2C)no1
    -2%, -5.0%
38) CCOc1ccc(N2C(=O)/C(=C/c3cccc(Br)c3)SC2=S)cc1
    0%, -6.1%
39) O=C(/C=C/c1ccco1)Nc1ccc(C(=O)Nc2nccs2)cc1
    3%, -4.4%
40) CCN(CC)CP(=O)(c1ccccc1)c1ccccc1
    -2%, -2.0%
41) O=C1OCCC1Sc1nc2cc(Cl)ccc2n1Cc1ccccc1 (stereo not drawn)
    /, 1.2%
42) Cn1c(SC/C=C/c2ccccc2)nnc1-c1ccco1
    4%, 3.2%
43) CCc1ccc(C(=O)c2ccccc2C(=O)O)s1
    /, 1.2%
44) CC(C)c1ccc(NC(=O)C(=O)NCCCN2CCOCC2)cc1
    0%, -1.8%
45) Cc1cc(C)cc(-n2ccnc2SCC(=O)Nc2ccc3c(c2)OCCO3)c1
    -8%, 4.3%
46) CC(C)c1ccc(/C=N/NS(=O)(=O)c2ccccc2)cc1
    -1%, 2.5%
47) N#Cc1ccccc1NC(=O)COc1ccccc1
    -1%, -6.0%
48) CCNC(=O)N1c2cc(C)ccc2C(C)=CC1(C)C
    2%, 2.4%
49) Cc1cc2cc(CCNC(=O)c3c(-c4ccccc4Cl)noc3C)c(=O)[nH]c2cc1C
    -5%, 0.8%
50) CCOc1ccc(/C=C/C(=O)Nc2cc([N+](=O)[O-])ccc2C)cc1OC
    2%, -0.8%
51) CC(=O)N/C(=C\c1ccccc1)C(=O)NCC(=O)O
    0%, -0.6%
52) CC(C)Sc1nnc(Nc2ccccc2)s1
    4%, -2.5%
53) CCOC(=O)C1(C)NC(c2ccccc2F)C2C(=O)N(c3cccc(C(C)=O)c3)C(=O)C21 (stereo not drawn)
    -3%, 13%
54) CCN(CCNC(=O)C1CCN(c2nnc(-n3cccc3)s2)CC1)c1ccccc1
    -3%, 5.4%
55) CCOc1ccccc1C(=O)N1CCN(c2cccc(Cl)c2)CC1
    -6%, 0.4%
56) CC(=O)c1cn(CC(=O)NCc2ccc3c(c2)OCO3)c2ccccc12
    1%, -2.5%
57) CCOCCOC(=O)c1ccc(NC(=O)c2cc(OC)c(OC)c(OC)c2Br)cc1
    2%, 0.2%
58) CC1CCCC(NC(=O)COC(=O)c2ccc(S(=O)(=O)N3CCOCC3)cc2)C1C (stereo not drawn)
    -6%, 90%
59) CCC(C(=O)N1CCOCC1)n1c(C(=O)OC)cc2occc21 (stereo not drawn)
    3%, -6.1%
60) CCC(C)(c1ccc(C(=O)OC)s1)c1ccc(C(=O)OC)s1
    -11%, 0.6%

Filtered by structure: the compounds so far containing fluorine.
Sequence of screens: Rat MKP-3 inhibitors, Hsp70 displacement
6) CC(C)(C)Nc1nc(OCC(F)(F)F)nc(OCC(F)(F)F)n1
    -3%, 1.9%
16) O=C(Nc1ccccc1CO)c1cccc(F)c1
    -3%, 1.6%
29) O=C1CC(N2CCN(c3ccc(F)cc3)CC2)C(=O)N1Cc1cccs1 (stereo not drawn)
    -18%, 9.7%
53) CCOC(=O)C1(C)NC(c2ccccc2F)C2C(=O)N(c3cccc(C(C)=O)c3)C(=O)C21 (stereo not drawn)
    -3%, 13%

Next compounds follow:
Sequence of screens: Rat MKP-3 inhibitors, Hsp70 displacement
61) CC(=O)Nc1ccc(S(=O)(=O)N2CCN(Cc3cccnc3)CC2)cc1
    /, 6.6%
62) Cc1ccn2cc(CNS(=O)(=O)c3ccc(Cl)s3)nc2c1
    1%, /
63) CC1CCN(C(=O)CN2C(=O)c3ccccc3S2(=O)=O)CC1
    -19%, -1.5%
64) COc1ccc(S(=O)(=O)N2CCC(C(=O)N3CCc4ccccc4C3)CC2)cc1Cl
    /, 2.5%
65) COc1ccccc1-n1cnc2cc(NS(=O)(=O)c3ccc(Br)cc3)ccc21
    /, -2.2%
66) COc1ccc(C(=O)N2CCN(C(=O)c3ccco3)CC2)cc1
    -1%, -1.0%
67) Cc1cccc(NC(=S)N2CCC(N(C)CC3CCCO3)CC2)c1C (stereo not drawn)
    /, 0.2%
68) O=C(NCCCn1ccnc1)Nc1ccc(Cl)c(Cl)c1
    -11%&0%, 0.5%&4.3%
69) Cc1ccc(N(CC(=O)Nc2ccccc2F)S(=O)(=O)c2ccc(F)cc2)cc1
    4%, -1.2%
70) CCOCCCNC(=O)c1c(C)[nH]c(C(=O)OCC)c1C
    0%, -3.6%
71) COc1ccc(NC(=O)C2CCC(=O)N2)cc1 (stereo not drawn)
    0%, -0.8%
72) O=C(COc1ccccc1[N+](=O)[O-])N=Nc1c(O)[nH]c2ccccc12
    -2%, -0.3%
73) O=C1C(=O)N(Cc2ccccc2)C2C=CC=CC12 (stereo not drawn)
    2%, 2.0%
74) O=S(=O)(c1ccc2ccccc2c1)N1CCN(C2CCN(Cc3ccccc3)CC2)CC1
    /, 1.6%
75) O=S(=O)(Nc1ccc2c(c1)OCCO2)c1cnc[nH]1
    3%, 3.5%
76) COc1ccc(S(=O)(=O)n2nc(OC(=O)c3cccs3)cc2N)cc1
    3%, -3.3%
77) NS(=O)(=O)c1ccc(NC(=O)CSc2nnc(Cc3cccs3)n2-c2ccccc2)cc1
    0%, 6.2%
78) CC(C)OC(=O)c1cc2ccccc2oc1=O
    -6%, 1.2%
79) CN(C(=O)COC(=O)c1ccccc1Nc1ccccc1)C1CCS(=O)(=O)C1 (stereo not drawn)
    -14%, 6.1%
80) CCOC(=O)CCN(Cc1sccc1C)S(=O)(=O)c1ccc(F)cc1
    /, -0.2%
81) O=c1[nH]c(/C=C/c2ccc(OCc3ccccc3)cc2)c([N+](=O)[O-])c(=O)[nH]1
    3%, 0.3%
82) COc1ccc(OC)c(NC(=O)COc2ccc(C)c(C)c2)c1
    2%, -1.8%
83) CCOC(=O)CSc1nnc(-c2ccccc2NC(=O)c2ccccc2)o1
    -6%, 7.1%
84) CC(C)(C)c1ccc(S(=O)(=O)N2CCCC2C(=O)NC2=NCCS2)cc1 (stereo not drawn)
    -15%, 4.9%
85) COc1ccccc1C(=O)NCCC(=O)N1CC(=O)Nc2ccccc21
    -6%, -3.6%
86) CC(C)=NNc1nc2sc3c(c2c(=O)n1-c1ccc(C)cc1)CC(C)(C)OC3
    -1%, -2.0%
87) O=C(COc1c(F)c(F)c(C(F)(F)F)c(F)c1F)Nc1ccc(N2CCOCC2)c(Cl)c1
    4%, 3.2%
88) O=C(CSc1nnc(C2CC2)n1Cc1ccccc1)c1cc2ccccc2o1
    -8%, -1.5%
89) O=C(Nc1ccc(Br)c2cccnc12)c1ccc(Cn2cc(Cl)cn2)o1
    2%, -1.6%
90) Cn1c(=O)c2c(ncn2CC(N)=O)n(C)c1=O
    -9%, 5.0%

An excerpt from above in order of their number in Rat MKP-3 inhibitors, smallest number first.
Sequence of screens: Rat MKP-3 inhibitors, Hsp70 displacement
84) CC(C)(C)c1ccc(S(=O)(=O)N2CCCC2C(=O)NC2=NCCS2)cc1 (stereo not drawn)
    -15%, 4.9%
86) CC(C)=NNc1nc2sc3c(c2c(=O)n1-c1ccc(C)cc1)CC(C)(C)OC3
    -1%, -2.0%
87) O=C(COc1c(F)c(F)c(C(F)(F)F)c(F)c1F)Nc1ccc(N2CCOCC2)c(Cl)c1
    4%, 3.2%

Going on with the list.
Sequence of screens: Rat MKP-3 inhibitors, Hsp70 displacement
91) NC(=O)NC(c1ccccc1)c1ccc(Cl)cc1 (stereo not drawn)
    -1%, -3.9%
92) Cn1nnc(NC(=O)c2ccccc2F)n1
    -6%&-2%, 9.4%&4.2%
93) COc1ccc(C(CNC(=O)Cn2[nH]c(=O)c3ccccc3c2=O)N2CCCC2)cc1 (stereo not drawn)
    3%, -2.5%
94) COC(=O)C1=C(C)N(C)C(C)=C(C(=O)OC)C1c1ccc(OC)c(OC)c1
    1%, -0.1%
95) COC(=O)C1=C(C)N(C)C(C)=C(C(=O)OC)C1c1cccc(Oc2ccccc2)c1
    6%, 3.6%
96) CCOc1ccccc1-c1nnc(SCC(=O)NC2CC3CCC2C3)n1CC (stereo not drawn)
    -2%, 3.7%
97) CC(=O)N1N=C(c2ccncc2)OC12CCCCC2
    /, 1.8%
98) CN(C)CCCNC(=O)c1ccc(CN(c2ccccc2)S(C)(=O)=O)cc1
    -6%, -2.6%
99) Cc1cnc(NC(=O)CSc2nc3ccccc3s2)s1
    /, 0.7%
100) Cc1cc(C)cc(NC(=O)CSc2nc(C)cc(C)n2)c1
    -1%, -6.4%
101) CC(=O)N1CCc2cc(S(=O)(=O)NC(C(=O)NC3CCCc4ccccc43)C(C)C)ccc21 (stereo not drawn)
    0%, 10%
102) CC(=O)Nc1cc(-c2ccc(Br)cc2)nn1Cc1ccccc1
    3%, 1.1%
103) CCOc1ccc(N(CC(=O)NCCSCc2ccc(Cl)cc2)S(C)(=O)=O)cc1
    1%, -3.9%
104) NC1=NC2(CCCC2)N=C(Nc2cccc3ccccc23)N1
    -3%, 0.8%
105) O=C(CC1CCCCC1)N1CCN(c2ccccn2)CC1
    -6%, 4.1%
106) O=C(Cn1cnc2ccccc21)OCC(=O)N1CCc2ccccc2C1
    4%, -0.9%
107) COC(=O)/C=C1\C(=O)N(c2nc3ccccc3s2)C(=S)N1c1ccc(F)cc1
    /, -12%
108) O=C1ON=C(c2ccc(Cl)cc2)/C1=C/c1ccccc1Cl
    2%, -0.3%
109) O=C(Nc1ncccc1Cl)C1CC1c1ccccc1 (stereo not drawn)
    2%, -2.3%
110) CC(=O)Nc1nc(-c2ccccc2)nc(-c2ccccc2OC(C)=O)n1
    -5%, 5.6%

Source: PubChem BioAssay

Only part of the results is shown (hit frequency here may not be typical).
